# L929 necroptosis: L929 zVAD cell death inhibition; L929 zVAD necroptosis rescue, ATP luminescence, 24 h; with zVAD 60 µM; viability rescue, % at 10 µM; 0.38% of 220,000 active; AID 1377;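 active = activation, scaled between plate controls, above about 75%, limit read from the data; inactive = activation under that limit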;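 note: 0% = zVAD with DMSO and 100% = DMSO alone without zVAD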
# Calpain2 inh: blocks pig calpain II enzyme activity; purified calpain II, fluorogenic peptide substrate, 30 min; 0.37% of 220,000 active; inhibition, % at 16 µM;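 active = inhibition above about 50%, limit read from the data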
# Cl transport mod: modulators of human KCC2 chloride dependent transport; AID 1456; 2.2% of 190,000 active; KCC2 cells, thallium flux FluoZin-2 fluorescence; Q9H2X9; B-score of Tl+ flux slope (higher = more flux/activation; lower = inhibition) at 10 µM;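 active = thallium flux slope and its plate-corrected score both differing from the plate sample mean at a set confidence after two filtering rounds, in either direction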;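 note: slope of fluorescence scaled to starting intensity during 10 to 20 s after thallium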
# PERK inh: human PERK inhibition, primary cell-based screen | 0.17% of 220,000 active | Q9NZJ5 | AID 1416 | inhibition, % at 5.6 µM | CHO PERK-DD fusion, SEAP luminescence translation reporter;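 active = inhibition above the mean inhibition of all tested compounds plus 3 SD, set separately per screening campaign, cut at about 2.9% in these data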;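 note: PERK kinase domain activated by AP20187 dimerizer at 100 nM; 0% = DMSO with dimerizer and 100% = rapamycin at 8.4 µM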
# Rad51 HR inh: blocks human Rad51 in homologous recombination; Q06609; 0.085% of 200,000 active; hRad51 DNA strand exchange, fluorescence dequenching; inhibition, % at 10 µM;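 active = inhibition above 40% at the single screening dose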;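 note: 0% = DMSO control wells and 100% = blanks with heterologous ssDNA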
# Target sequence (Q06609 whole entry, looked up): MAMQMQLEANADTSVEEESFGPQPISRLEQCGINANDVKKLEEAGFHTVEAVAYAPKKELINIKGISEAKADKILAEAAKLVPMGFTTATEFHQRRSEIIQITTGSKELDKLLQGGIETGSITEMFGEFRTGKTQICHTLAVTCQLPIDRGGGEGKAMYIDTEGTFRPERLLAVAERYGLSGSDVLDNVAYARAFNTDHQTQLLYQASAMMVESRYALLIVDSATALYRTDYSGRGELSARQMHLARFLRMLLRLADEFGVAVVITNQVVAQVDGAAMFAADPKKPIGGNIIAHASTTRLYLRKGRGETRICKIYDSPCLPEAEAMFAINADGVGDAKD
#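 Material: Human Rad51 nucleoprotein filaments preassembled on unlabelled ssDNA | Also added: Labelled 47-mer dsDNA for strand exchange | Dosing: Single dose, 10 µM final compound | Schedule: 30-min compound preincubation and 15-min exchange, both room temperature | Technique: Fluorescence dequenching at 485/520 nm | Measure: Percent inhibition relative to plate controls and blanks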
# EBV gp42 inh: EBV gp42 inhibition; Q1HVG2; AID 1085; Fluorescence polarization binding assay, mP read-out; 0.42% of 220,000 active; inhibition, % (tested at 21.74 µM); in the data active = inhibition above about 50%
# Target sequence (Q1HVG2 whole entry, looked up): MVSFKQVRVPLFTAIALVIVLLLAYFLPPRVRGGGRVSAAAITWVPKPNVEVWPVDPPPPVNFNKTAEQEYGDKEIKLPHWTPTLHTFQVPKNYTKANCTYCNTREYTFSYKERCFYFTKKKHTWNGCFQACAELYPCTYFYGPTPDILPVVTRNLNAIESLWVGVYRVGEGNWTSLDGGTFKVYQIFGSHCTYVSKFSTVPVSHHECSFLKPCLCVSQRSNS
# TNF necrop inh: blocks TNF-alpha induced death of Jurkat FADD-/- cells; activation (protection from cell death), % at 10 µM; Jurkat FADD-/- TNF necroptosis rescue, ATP luminescence, 24 h; 0 = TNF only, 100 = no-TNF cells; 0.068% of 220,000 active; AID 463075;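 active = activation, meaning protection from cell death, of at least 50% relative to plate controls; inactive = activation below 50%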;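 note: necroptosis triggered by 40 ng/mL TNF-alpha added together with compound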
# Mdm2 ligase inh: inhibitors of human Mdm2 E3 ubiquitin ligase; 0.11% of 210,000 active; cell-based MDM2 ubiquitination luciferase reporter, 2 h; 0 = plate control, 100 = twice control, blank-subtracted; signal enhancement, % at 5 µM; Q00987;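 active = signal enhancement of 30% or more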;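 note: luminescence tracks abundance of the self-degrading MDM2-luciferase fusion protein; higher signal means inhibition of MDM2 E3 ligase activity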
# Target sequence (Q00987 whole entry, looked up, the tested form may be a part): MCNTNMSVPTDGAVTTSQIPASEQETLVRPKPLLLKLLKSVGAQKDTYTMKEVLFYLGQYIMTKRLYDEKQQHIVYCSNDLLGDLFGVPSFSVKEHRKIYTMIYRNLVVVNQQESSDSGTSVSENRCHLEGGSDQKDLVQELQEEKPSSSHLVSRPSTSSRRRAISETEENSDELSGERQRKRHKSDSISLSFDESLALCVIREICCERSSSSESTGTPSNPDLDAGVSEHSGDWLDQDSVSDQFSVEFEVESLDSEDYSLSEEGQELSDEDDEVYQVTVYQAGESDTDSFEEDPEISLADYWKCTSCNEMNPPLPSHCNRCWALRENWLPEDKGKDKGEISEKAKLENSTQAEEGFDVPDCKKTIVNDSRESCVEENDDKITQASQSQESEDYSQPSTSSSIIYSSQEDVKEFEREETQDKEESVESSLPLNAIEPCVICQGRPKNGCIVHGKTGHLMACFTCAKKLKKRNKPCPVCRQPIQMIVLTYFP
#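 Test system: stable mammalian line carrying autodegrading MDM2–luciferase fusion reporter; quantity: 2000 cells in each well; times: 4 h cell settling then 2 h compound exposure, 37 °C; detection: luminescence with SteadyLite reagent, 15 min at room temperature; evaluation: percent signal gain over controls, blank-subtracted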
# eIF4E-4G inh: inhibitors of eIF4E and eIF4G interaction in translation initiation. P63073+Q04637. TR-FRET eIF4E-eIF4GI(517-606) binding, 2 h. inhibition, % at 21.7 µM. 0.37% of 220,000 active. AID 782;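 active = inhibition above about 30%, limit read from the data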;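 note: 0% = full FRET control wells and 100% = background wells lacking eIF4GI fragment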
# Starred values were filed as active, the others as inactive; nt = not tested or not shown; [ ] = dose if it differs, or a comment.
structure	EBV gp42 inh	TNF necrop inh	Rad51 HR inh	Mdm2 ligase inh	Calpain2 inh	PERK inh	Cl transport mod	L929 necroptosis	eIF4E-4G inh
CCN(CC)c1ccc(/C=N\NC(=O)c2cccc3cc[nH]c23)cc1	-18	-15	nt	-1	-40	0.8	1.4	-0.2	-2
CN(C)S(=O)(=O)c1ccc(Cl)c(NC(=O)COC(=O)CC(NC(N)=O)c2ccc(Cl)cc2)c1 (stereo unspecified)	-21	-0.3	-44	nt	-15	1.5	-0.37	0.7	-5
CCOC(=O)c1ccc(CNC(=O)C2CCCCC2C(=O)OCC(F)(F)F)o1 (stereo unspecified)	6	1.9	5	-10	-26	0.4	nt	2.0	-6
CCOC(=O)c1c(C)[nH]c(C(=O)COC(=O)COc2ccc(OC)cc2)c1C	-9	0.1	4	-11	12	1.5	0.11	0.7	4
O=C(CNC(=O)c1ccco1)N/N=C/c1ccccc1[N+](=O)[O-]	2	0.0	25	-10	-33	0.9	-0.25	0.6	-4
COc1cccc(C(c2nnnn2Cc2ccc(F)cc2)N2CCC(C(N)=O)CC2)c1OC (stereo unspecified)	-9	1.4	11	-30	-1	-0.6	-0.11	-0.1	-10[fluorescence artefact?]
Cc1sc(NC(=O)c2ccco2)c(CN2CCN(c3ccccc3)CC2)c1C	-16	2.6	-1	-15	-42	-1.4	-0.98	-0.5	0
COc1ccc(N2CCN(C(=O)c3cccn4c(=O)c5ccccc5nc34)CC2)cc1	3	-0.1	6	-7	-25	1.3	-0.01	8.3	3
Nc1ncc(Br)cc1S(=O)(=O)NCCC(=O)Nc1cccc(Cl)c1	-5	0.3	3	-2	10	-0.5	-0.085	0.1	-5
Cc1ccc(N2CCN(S(=O)(=O)N(C)C)CC2)c(C)c1	nt	-3.7	-2	nt	nt	0.3	-0.17	-0.7	nt
COc1ccc(OC)c(S(=O)(=O)NC2CCCCC2)c1	-27	4.8	1	-30	10	0.7	1.1	0.9	4
Oc1cc2ccccc2cc1-c1n[nH]c(=S)n1Cc1ccco1	6	-1.7	nt	-10	-74	1.2	8.9*	-0.3	1
O=C(NNC(=S)NC(=O)C12CC3CC(CC(C3)C1)C2)c1ccncc1	-28	-3.3	nt	-9	0	0.2	nt	0.4	-14
Cc1ccc(NC(=O)CSc2nc3[nH]ncc3c(=O)[nH]2)cc1	-4	-0.2	nt	-1	-5	1.1	-0.13	-0.4	2
CN1C(=O)CC(N2CCN(c3ccc(Cl)c(Cl)c3)CC2)C1=O (stereo unspecified)	-23	0.5	-4	-20	-11	0.1	-0.65	0.1	3
CCc1ccc(C2CC(c3cccc(Cl)c3)n3nc(N)nc3N2)cc1 (stereo unspecified)	0	-0.8	-1	-7	-61	1.0	-0.064	7.0	4
Cc1ccc2c(COn3nnc4ccc(S(=O)(=O)N(C)C)cc43)cc(=O)oc2c1C	0	-5.7	-8	-16	-49	0.1	-1.6	0.1	-23
O=C(CNc1cccc2ccccc12)N/N=C/c1ccc[nH]1	-16	-16	14	-11	-11	-1.3	-0.22	-0.1	0
O=C(O)c1cn(-c2ccc(F)cc2)c(=O)c2ccccc12	30	-0.6	-4	-2	-6	0.2	-1.2	3.5	1
COc1c(Cl)cc(C(=O)Nc2ccccc2-c2ccccc2)cc1Cl	6	-1.7	nt	-5	54*	-0.2	nt	0.3	8

# Entries listed above printed as active in Cl transport mod:
molecule	EBV gp42 inh	Rad51 HR inh	Mdm2 ligase inh	Calpain2 inh	PERK inh	Cl transport mod	eIF4E-4G inh
Oc1cc2ccccc2cc1-c1n[nH]c(=S)n1Cc1ccco1	6	nt	-10	-74	1.2	8.9*	1

# The results go on.
structure	EBV gp42 inh	TNF necrop inh	Rad51 HR inh	Mdm2 ligase inh	Calpain2 inh	PERK inh	Cl transport mod	L929 necroptosis	eIF4E-4G inh
COC(=O)c1ccc(C(=O)OC)c(NC(=O)COc2ccccc2OC)c1	-9	-1.0	1	-10	-3	-0.4	1.1	0.0	-4
Nc1ccc(S(=O)(=O)Nc2cnc3ccccc3n2)cc1	6	3.3	17	0	-1	-0.3	1.9	0.8	-6
COc1ccc(-c2cc(C(=O)OCC(=O)c3cccc([N+](=O)[O-])c3)c3cc(C)ccc3n2)cc1	-17	2.1	-1	-3	-46	0.6	0.4	3.2	2
Cc1ccc(C)c(S(=O)(=O)N2CCN(CC(=O)NC(=O)NCc3ccco3)CC2)c1	-18	-2.1	1	-6	-37	0.6	-0.62	-1.4	2
Cc1ccc(S(=O)(=O)NC(=O)N2CCN(Cc3c(F)cccc3Cl)CC2)cc1	-8	2.1	-17	-9	17	1.4	nt	-0.2	6
CC(C)NC(=S)N/N=C/c1ccccc1[N+](=O)[O-]	-13	2.4	5	-8	1	0.6	1.6	0.8	-4
C=CCn1c(=O)c(C(=O)NCCc2ccccc2)c(O)c2ccccc21	-22	2.0	-17	-13	5	0.6	0.22	6.5	-3
Cc1ccc(Nc2c(-c3ccccc3O)nc3cnccn23)cc1	5	-2.2	-3	-4	7	0.2	-0.41	3.5	2
Cc1cc2nc(-c3cccnc3SCC(=O)NC(C)C)[nH]c2cc1C	-1	-2.2	-7	-20	-119	0.0	-1.2	2.2	-3
O=[N+]([O-])c1cnn(-c2nc(-c3ccccc3)cc(C(F)(F)F)n2)c1	-15	-0.3	-10	-9	-19	0.6	-0.16	4.2	1
O=C(C/C=N\OCc1ccc([N+](=O)[O-])cc1)Nc1ccccc1	-4	1.8	5	-8	-9	1.1	-0.74	1.0	0
COc1ccc(C(Nc2ccccn2)c2c(NC(=O)c3ccco3)sc(C)c2C)cc1 (stereo unspecified)	-6	3.1	10	-8	-51	0.1	-0.36	-0.5	-4
COc1ccc(CC(=O)Nc2cccc(-c3nnc(-c4ccccc4)o3)c2)cc1OC	4	-9.6	-1	-34	-42	-1.1	-2.1	0.7	-3
CCc1ccc(OCC(=O)O/N=C(\N)c2ccccn2)cc1	-2	0.6	6	-2	-24	-0.1	-0.9	-0.2	-4
CN(C(=O)c1cccc(COc2ccc(Cl)cc2Cl)c1)c1ccccc1	-4	-1.3	nt	46*	24	-0.1	-1.3	nt	3
CS(=O)(=O)N1CCC(Oc2ccccc2C(=O)N2CCCCC2CO)CC1 (stereo unspecified)	5	-0.5	-1	-1	27	0.0	-0.26	0.3	0
Nc1ccc(C(=O)Nc2ccc(NC(=O)c3ccco3)c(O)c2)cc1	-3	-0.2	5	-11	12	0.8	-2.7	1.3	1
COC(=O)c1sc(S(=O)(=O)Nc2ccc(Br)cc2)c(C(=O)OC)c1C	4	0.3	-2	6	19	1.7	0.31	-0.1	1
CCOC(=O)c1cc(CNC(=O)c2c(C)oc3c2CCCC3)c(C)o1	1	-3.2	3	-13	-25	-0.7	-0.02	0.3	12
O=S(=O)(/C=C/c1ccccc1)Nc1cccc(S(=O)(=O)NC2=NCCC2)c1	-4	-0.5	17	-18	-1	-0.2	nt	1.5	3

# The list goes on, starting with the last 2 of the part before.
structure	EBV gp42 inh	TNF necrop inh	Rad51 HR inh	Mdm2 ligase inh	Calpain2 inh	PERK inh	Cl transport mod	L929 necroptosis	eIF4E-4G inh
CCOC(=O)c1cc(CNC(=O)c2c(C)oc3c2CCCC3)c(C)o1	1	-3.2	3	-13	-25	-0.7	-0.02	0.3	12
O=S(=O)(/C=C/c1ccccc1)Nc1cccc(S(=O)(=O)NC2=NCCC2)c1	-4	-0.5	17	-18	-1	-0.2	nt	1.5	3
O=C(c1ccc(CS(=O)(=O)c2c(Cl)cccc2Cl)o1)N1CCN(c2ccccn2)CC1	-10	-4.2	5	-9	-23	0.5	0.64	-0.6	-6
Cc1cc(NC(=O)CN2CCN(Cc3ccccc3)CC2)nc2c1c(=O)oc1ccccc12	-9	-3.1	nt	-6	3	-0.1	0.55	-0.9	-1
Nc1ncnc(Oc2cccc(C(F)(F)F)c2)c1[N+](=O)[O-]	-13	13	-5	-7	-13	1.3	-0.54	3.1	-2
CC(C)c1ccc(NC(=O)c2sccc2-n2cccc2)cc1	5	3.0	-2	-7	9	1.0	0.43	84*	2
O=C(CSc1ccccn1)N1CCOCC1	-8	1.3	-2	4	-4	0.7	0.0045	1.1	26[fluorescence artefact?]
Cc1cccn2cc(-c3cc4ccccc4oc3=O)nc12	-9	-1.3	6	-60	-63	0.3	0.46	32	0
CC(=O)[C@@H]1[C@@H]2C(=O)N(c3ccc(F)c(Cl)c3)C(=O)[C@@H]2C2c3ccccc3C=CN21 (stereo partly specified)	42	1.3	-18	-7	-36	-0.5	-0.35	2.7	4[fluorescence artefact?]
CSCCC(NS(=O)(=O)c1ccc(Br)cc1)C(=O)OCC(=O)NC1CC1 (stereo unspecified)	-24	0.4	-12	15	-4	0.4	1.4	0.6	2
CC1=Nc2ccc(C)cc2N(Cc2ccccc2)C(=O)C1	3	0.1	9	-7	-9	0.6	-0.18	1.0	5
FC(F)Oc1ccc(NC(=S)Nn2cnnc2)cc1	-8	-0.2	-40	-23	5	-0.7	-0.45	-3.5	4
CCOC(=O)C1C(=O)C=C(Nc2ccccc2F)CC1c1ccccc1 (stereo unspecified)	-3	1.0	6	-4	16	-0.5	-1.6	0.7	4
COc1ccccc1C(c1nnnn1CC1CCCO1)N1CCC(C(N)=O)CC1 (stereo unspecified)	-14	1.0	8	-1	-13	1.5	0.21	-0.5	-1
Cc1ccc(C(=O)CSc2nnnn2C(C)C)c(C)c1	11	-0.3	-7	-3	20	-0.6	-0.81	0.2	5
Cc1ccc(-c2nc(N)n(S(=O)(=O)c3ccc(C)cc3)n2)cc1	7	0.5	-38	-1	31	0.7	-0.59	2.5	6
O=C(Cn1c2ccccc2c(=O)c2ccccc21)N/N=C/c1cc([N+](=O)[O-])ccc1N1CCCCC1	-51	-1.8	-10	-20	-105	1.0	-0.035	0.7	-1
COc1cc(NC(=O)C2CCCCC2)c(OC)cc1NC(=O)CN1CCCCC1	-4	3.1	10	-6	-9	-1.9	-0.26	15	9[fluorescence artefact?]
Cc1ccc2c(c1)N(CC(=O)N(Cc1ccccn1)Cc1ccco1)C(=O)C(C(C)C)O2 (stereo unspecified)	-13	0.1	4	-12	8	-0.5	-0.63	-1.3	5[fluorescence artefact?]
CC(=O)c1ccc(N2CCN(CC(=O)Nc3ccc(N4CCOCC4)cc3)CC2)cc1	-15	0.8	10	4	-23	1.2	0.44	3.8	5
C=CCN(C(=O)c1ccccn1)C(C(=O)NCc1ccccc1)c1ccccc1F (stereo unspecified)	-10	-0.1	1	1	16	-0.3	-0.9	0.5	2
COc1ccc(CNC(=O)COC(=O)/C=C/c2ccc(Cl)cc2)cc1	2	0.4	-1	-4	-11	0.2	-0.61	2.3	-1
COc1cc(/C=N/NC(N)=O)ccc1OCC(=O)Nc1ccc(C)c(C)c1	-1	-0.7	-1	2	0	0.6	0.12	3.9	18
COCCOC(=O)c1c(NC(=O)CN2CCc3ccccc32)sc(C(N)=O)c1C	-3	-0.6	-15	1	-18	0.7	-0.19	-1.0	0
O=C(Oc1ccccc1Cl)c1ccc(N2CCOCC2)c([N+](=O)[O-])c1	-1	-0.1	4	-1	-1	0.8	0.021	-0.3	1

# Bioassay records (PubChem BioAssay)
